# Bioassay records as filed in PubChem BioAssay.
# ZTA counter = counter-screen for EBNA-1 inhibitors: inhibitors of Epstein-Barr virus ZTA; actives 0.15% (n = 320,000); ZTA-DNA binding, fluorescence polarization; inhibition, % at 11 µM; P03206; in the data active = inhibition above about 33%
# Target sequence (P03206 whole entry, looked up): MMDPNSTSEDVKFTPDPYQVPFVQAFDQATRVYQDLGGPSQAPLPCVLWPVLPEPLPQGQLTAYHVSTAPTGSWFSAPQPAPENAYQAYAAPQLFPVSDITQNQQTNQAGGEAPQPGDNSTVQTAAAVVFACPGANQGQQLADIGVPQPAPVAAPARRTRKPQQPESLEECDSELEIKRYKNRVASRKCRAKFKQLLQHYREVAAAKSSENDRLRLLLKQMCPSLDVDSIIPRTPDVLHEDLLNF
# EBNA-1 inh = blocks EBNA-1 binding to DNA; EBNA-1 DNA binding, fluorescence polarization; actives 0.34% (n = 300,000); inhibition, % at 14.8 µM; in the data active = inhibition above about 28%
# HCV core dimer = blocks dimerization of HCV core protein; TR-FRET GST/Flag-core106 dimerization, 1536-well; inhibition, % at 5 µM; actives 0.33% (n = 300,000);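 active = inhibition above the mean of all tested compounds plus 3 SD, set per screening campaign, cut at about 45% in these data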
#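 System – GST-tagged and Flag-tagged HCV core protein residues 1-106 · Repeats – one well for each compound · Technique – TR-FRET 671 and 617 nm emission · Doses – one concentration, 5 µM, in 0.5% DMSO · Times – 4 h, 22.5 °C incubation · Also added – Eu donor and XL665 acceptor anti-tag antibodies · Measure – percent inhibition of core106 dimerization signal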
# Yeast superoxide = caloric restriction mimetics inhibiting age-related superoxide in yeast | S. cerevisiae aged cells, superoxide DHE fluorescence; active compounds read low | superoxide response (% of plate mean), % at 10 µM | actives 0.18% (n = 330,000);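 active = superoxide response under a set limit, about three screen SD below normal, cut at about 65% in these data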;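 also: yeast aged for seven days with compound at 30 °C before DHE staining; 100% = average MFI of all compound-treated wells on the plate with controls excluded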
# TPT1 inhibitor = C. albicans TPT1 enzyme inhibition; recombinant caTPT1, FP RNA substrate dephosphorylation; inhibition, % at 5 µM; actives 0.81% (n = 300,000);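 active = inhibition above the mean of all tested compounds plus 3 SD, set per screening campaign, cut at about 24% in these data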;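 also: plate controls were DMSO alone for no effect and ferristatin control at 100 nM for full effect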
# Fh CTSL1 inh = counter-screen for PFM18AAP inhibitors: inhibitors of F. hepatica cathepsin L1. recombinant F. hepatica cathepsin L1, Z-Leu-Arg-MCA fluorescence. inhibition, % at 5.96 µM. actives 0.49% (n = 300,000). AID 1906;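 active = inhibition above the mean of all tested compounds plus 3 SD, set per screening campaign, cut at about 17% in these data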;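 also: 0% = plate median of test compound wells and 100% = 1 µM Z-Phe-Ala-diazomethylketone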
# PP5 inh = PP5 (human) phosphatase inhibition. AID 1987. P53041. inhibition, % at 6.7 µM. purified PP5c, OMFP substrate fluorescence. actives 0.18% (n = 320,000);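 active = inhibition above the campaign's mean inhibition across all tested compounds plus 3 SD, cut at about 9.5% in these data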;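 also: 0% = DMSO only and 100% = 100 µM cantharidin control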
# PP1 counter = counter-screen for PP5 inhibitors: inhibitors of human PP1-alpha; actives 0.9% (n = 320,000); purified PP1alpha, OMFP fluorescence; P62136; inhibition, % at 6.7 µM; AID 2235;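 active = inhibition above the mean inhibition of all tested compounds plus 3 SD, computed separately for each screening campaign, cut at about 15% in these data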
# Target sequence (P62136 whole entry, looked up): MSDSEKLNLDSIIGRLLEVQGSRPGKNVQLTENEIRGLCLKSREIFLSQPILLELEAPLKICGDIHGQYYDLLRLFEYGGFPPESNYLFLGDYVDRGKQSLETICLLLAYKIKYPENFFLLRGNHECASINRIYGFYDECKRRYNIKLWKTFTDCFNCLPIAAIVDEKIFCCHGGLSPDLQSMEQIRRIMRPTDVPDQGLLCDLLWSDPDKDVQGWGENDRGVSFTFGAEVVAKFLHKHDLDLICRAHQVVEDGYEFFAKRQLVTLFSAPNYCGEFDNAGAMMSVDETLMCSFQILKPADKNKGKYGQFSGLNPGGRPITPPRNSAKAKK
# GASC-1 inh = blocks human GASC-1 demethylase activity; Q9H3R0; GST-JMJD2C(1-420) H3K9me3 demethylation, DELFIA europium; inhibition, % at 2.35 µM; actives 0.069% (n = 330,000); AID 2099;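 active = more than half of a compound's replicate wells show inhibition beyond 50%, single wells judged on their own value; inconclusive = some, but no more than half, of replicates pass 50% inhibition; inactive = no replicate passes 50% inhibition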;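 also: signal counts dimethyl H3K9 product captured on neutravidin plate; 0% = median of DMSO wells and 100% = 0.3 times that DMSO median; strong numbers were not always called active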
# Target sequence (Q9H3R0 1-420 limits assumed): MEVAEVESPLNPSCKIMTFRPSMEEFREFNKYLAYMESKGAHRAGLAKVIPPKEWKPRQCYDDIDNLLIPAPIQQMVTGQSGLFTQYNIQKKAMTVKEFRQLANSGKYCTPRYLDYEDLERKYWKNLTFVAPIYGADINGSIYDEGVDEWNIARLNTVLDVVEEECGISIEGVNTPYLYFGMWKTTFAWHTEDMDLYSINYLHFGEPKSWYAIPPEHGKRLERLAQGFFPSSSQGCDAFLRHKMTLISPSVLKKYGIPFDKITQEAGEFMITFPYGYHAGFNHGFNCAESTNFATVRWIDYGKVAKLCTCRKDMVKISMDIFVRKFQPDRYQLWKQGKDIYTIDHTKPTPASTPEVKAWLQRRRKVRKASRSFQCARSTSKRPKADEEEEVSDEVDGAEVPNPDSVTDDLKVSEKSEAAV
# The depositor's hits bear a star; ? = inconclusive; · = not tested or not shown.
SMILES,ZTA counter,EBNA-1 inh,HCV core dimer,Yeast superoxide,TPT1 inhibitor,Fh CTSL1 inh,PP5 inh,PP1 counter,GASC-1 inh
Cc1csc(NC(=O)CSc2nnc(-c3ccc(Cl)cc3)n2N)n1,-20,-1,-2,103,-2,-1,3.8,-3,14
CC(=O)Nc1nnc(SCc2ccc(F)cc2)s1,4,2,-3,95,-1,2,0.0,-2,-4
CC(C)NC(=O)CN1C(=O)NC(CCc2ccccc2)C1=O (stereo not drawn),-3,-3,4,89,-1,0,-1.3,-5,-8
Cc1nc(-c2ccc(Cl)cc2)sc1C(=O)NN,-7,5,2,114,-5,1,-0.6,-1,4
Fc1c(F)c(F)c(/C=N/NC(=S)Nc2cccnc2)c(F)c1F,-3,-13,14,105,2,-2,1.0,-4,6
CC(C)Cn1c(=O)c2ccccc2c2ccccc2c1=O,-12,-3,0,91,0,2,3.8,1,-7
O=C(CCNC(=O)C1CCN(S(=O)(=O)c2ccc(F)cc2)CC1)Nc1ccccc1,-4,-1,-2,102,2,0,-0.7,-3,-5
FC(F)(F)c1cc(NC2CCCCC2)ccn1,7,5,2,97,1,-12,1.5,4,1
Cc1ccc(C)c(-c2nc3cc(N)ccc3o2)c1,9,-8,-1,104,-9,1,3.3,-1,-7
Cc1ccc(C(=O)N/C(=C/c2ccccc2)C(=O)NCc2ccncc2)cc1,1,-7,1,95,-1,-2,2.0,-1,-5
CC(C)(C)c1ccc(C(=O)c2c[nH]c(C(=O)NCCc3ccccn3)c2)cc1,9,-8,-2,114,1,0,-3.4,-6,8
COC(=O)[C@@H]1C[C@H]2CC[C@H](O)C[C@H]2N1Cc1ccc(C(C)(C)C)cc1,-16,-7,-2,97,5,2,2.7,5,·
O=C(NN1CCOCC1)c1cc(-c2cccc(Cl)c2)nc2ccccc12,14,1,-2,84,1,1,2.1,-3,-2
COc1ccc(NS(=O)(=O)c2c(F)cc(F)c(Cl)c2F)cc1S(=O)(=O)N1CCCCC1,10,2,10,111,-3,1,0.8,0,0
CC(Oc1cccc2cccnc12)C(=O)N/N=C/c1ccccc1 (stereo not drawn),2,-7,-1,95,-1,-5,-2.7,-3,19
COc1cccc(OC)c1C(=O)Nc1ccc(CN2CCOCC2)cc1,-32,2,-1,91,-4,-2,0.1,-2,0
COc1ccc(/C=N/N(C)C2=NCCN2)c(OC)c1OC,8,10,4,102,0,1,-1.4,-2,110
CCOC(=O)c1cc2c(nc1N)CCCC2,4,0,0,95,2,-5,0.2,1,-10
CC1=CC(C)C(C(=O)O)C(C(=O)Nc2cccnc2)C1 (stereo not drawn),0,9,-4,94,-1,0,-1.9,-3,?
O=C(NCCN1CCOCC1)/C(=C\c1ccc(F)cc1)NC(=O)c1ccccc1,0,-1,-8,107,-2,0,1.5,-3,-1
O=C(CC1NCCc2ccccc21)Nc1ccc(Cl)cc1 (stereo not drawn),-13,9,-4,109,0,2,2.0,0,5
O=c1oc2ccccc2cc1-c1nc2c(s1)CCc1ccccc1-2,8,1,39,139,12,0,-0.2,-1,1
Cc1ccc(S(=O)(=O)CCC(=O)OCc2ccc(Cl)cc2)cc1,3,-9,-1,93,-1,-42,0.4,14,-6
COC(=O)/C=C/C(=O)N1CCN(c2ccccc2C)CC1,0,6,1,92,-1,-2,-0.5,-3,4
O=C(CN1CCN(S(=O)(=O)c2ccccc2)CC1)N1CCc2ccccc21,-4,·,·,75,·,·,-1.0,2,23
Cc1cc(Cl)ccc1N(CC(=O)NCCSCc1ccco1)S(C)(=O)=O,-10,-1,2,98,-1,4,-1.4,2,-1
O=C(COC(=O)COc1ccccc1)Nc1ccccc1OC(F)F,1,5,-3,107,-5,-19,-1.9,-1,6
Cc1ccccc1/C=C/c1nc2ccccc2c(=O)n1CCc1ccccc1,-22,-5,1,95,4,7,1.1,-1,11
Cc1ccc(-n2cc(CN3CCN(c4ccccn4)CC3)c(-c3ccc(F)cc3)n2)cc1,7,7,2,99,2,-3,0.8,2,11
COc1ccc(S(=O)(=O)N2CCOC23CCN(S(=O)(=O)c2cc(C)ccc2OC)CC3)cc1,4,2,0,88,2,1,-1.9,-3,5
CCc1ccc(C(=O)CN(C#N)c2nc(C)cc(C)n2)cc1,-8,-2,23,105,-1,58*,0.8,1,3
C[C@@H](C(=O)OCC(=O)Nc1cc(S(=O)(=O)N2CCOCC2)ccc1Cl)N1C(=O)C2CCCCC2C1=O (stereo partly drawn),-10,-8,-7,95,-3,9,-5.1,-9,0
O=C(CNC(=O)c1ccc2ccccc2c1)OCC(=O)N1CCN(S(=O)(=O)c2ccc3ccccc3c2)CC1,2,26,9,100,2,-8,4.2,2,1
CCNc1nc(NC(C)(C)C)nc(N2CCCC2)n1,4,1,-8,106,-3,3,2.4,2,8
O=C(O)c1ccc(COc2ccccc2Cl)cc1,3,-6,-2,126,3,-3,4.5,-15,-4
Cc1ccn2c(NCc3ccc4c(c3)OCO4)c(-c3ccc(O)cc3)nc2c1,1,9,-8,88,0,3,3.6,-1,3
O=C1c2ccccc2C(=O)N1Cc1ccco1,11,7,-2,83,-5,1,-2.6,-1,-5
CCOc1ccccc1NC(=O)C1CCCN(S(=O)(=O)c2ccccc2)C1 (stereo not drawn),-1,-7,-6,95,-3,-5,-3.5,0,1
CCOc1ccccc1-c1cc(C(=O)N/N=C/c2cccnc2)c2ccccc2n1,-9,8,6,94,-5,1,1.9,-4,9
Brc1ccc(CSc2nnc(-c3ccco3)o2)cc1,3,-1,-2,89,-4,2,0.1,-2,-4
CS(=O)(=O)c1ccc(-c2nnn(CC(=O)Nc3ccc4c(c3)OCCO4)n2)cc1,-16,2,-8,108,0,4,-8.9,5,24
CCN(CC)S(=O)(=O)c1cccc(NC(=O)c2cccc(S(=O)(=O)N3CCCC3)c2)c1,4,·,·,101,·,·,4.2,-4,8
O=C(CSc1nc2cc(Cl)ccc2s1)NC(=O)NCc1ccco1,10,10,57*,164,5,-2,4.4,7,9
COc1ccc2c(=O)c(-c3ccccc3)c(C)oc2c1,-16,-3,-1,94,2,-4,0.9,-1,-3
O=C(NCc1cccs1)c1nc2c(nnn2Cc2ccccc2Cl)c(=O)[nH]1,4,12,16,103,-1,4,1.6,21*,10
CCOc1ccccc1N(C)C(=O)c1sc2ncn(CC(=O)N3CCCCC3C)c(=O)c2c1C (stereo not drawn),2,-8,-1,102,3,3,-1.9,-3,-25
CCCCN(C)CCNC(=O)Cn1ncc2c(=O)oc3ccc(C)cc3c21,4,-4,16,88,-1,0,1.4,2,4
COc1cccc(CN(C)C(=O)c2ccc(NS(=O)(=O)c3ccc4[nH]c(=O)[nH]c4c3)cc2)c1OC,13,2,-3,92,0,3,1.1,-4,1
Cc1cccc(NS(=O)(=O)c2cnc[nH]2)c1,3,4,2,94,0,5,-1.1,-3,5
CCOc1ccc(-c2c(C(=O)N/N=C(\C)c3ccco3)nnn2-c2nonc2N)cc1,11,5,2,91,-1,1,1.1,1,32
CSC1=NCCN1C(=O)c1cccc(Br)c1,-7,1,2,114,1,0,-2.4,1,-28
COC(=O)COC(=O)CC(CC(N)=O)c1ccccc1 (stereo not drawn),5,5,2,71,1,0,1.6,-6,36
c1ccc(C2c3[nH]c4ccccc4c3CCN2Cc2cccn2-c2cccnc2)nc1 (stereo not drawn),-16,3,1,83,-2,2,1.9,1,-20
Cn1cnc([N+](=O)[O-])c1SCC(O)CN1CCCCC1 (stereo not drawn),-25,-13,-7,88,-4,11,1.5,-3,5
COc1ccc(NC(=O)c2cc3ccccc3o2)cc1OC,6,3,-1,103,-2,2,-0.8,0,3
C(#CC12CC3CC(CC(C3)C1)C2)CN1CCOCC1,-7,0,-3,109,0,2,0.3,-1,-3
O=C(Cn1c(Cc2ccccc2)nc2ccccc21)NCc1ccc2c(c1)OCO2,-2,2,10,107,61*,-3,-0.9,1,6
CC1(C)CC(=O)C=C(Nc2ccc(OCC(F)(F)C(F)F)cc2)C1,-4,-9,-8,100,0,4,2.2,-4,-2
CCOc1ccc(-c2nnn(CC(=O)NCc3ccco3)n2)cc1,-8,4,3,93,-3,-1,-1.9,0,4
CCOC(=O)C1CCCN(Cc2ccc3c(c2)OCO3)C1 (stereo not drawn),-3,2,-1,90,0,1,1.5,-1,30
# Later entries.
SMILES,ZTA counter,EBNA-1 inh,HCV core dimer,Yeast superoxide,TPT1 inhibitor,Fh CTSL1 inh,PP5 inh,PP1 counter,GASC-1 inh
COc1ccc(C(=O)Nc2ccc(O)c3c(=O)cc(-c4cccc(Cl)c4)oc23)cc1,12,15,15,99,1,0,0.8,9,1
c1ccc(CN2CCN(c3ncnc4nc[nH]c34)CC2)cc1,8,1,0,101,-3,5,0.3,-6,-2
CCCN(CCC)S(=O)(=O)c1ccc(C(=O)NCc2ccco2)cc1,-24,-13,-7,94,-2,3,4.1,-6,-11
CN(C)c1ccc(Nc2ccc([N+](=O)[O-])cn2)cc1,-11,-4,-43,86,4,0,0.0,-1,-44
O=C(CN1CCN(C(=O)C2CCCO2)CC1)Nc1cc(Cl)ccc1Cl (stereo not drawn),8,4,-4,115,-2,-2,-0.3,-7,18
Fc1ccc(Nc2nc(Oc3ccc4c(c3)OCO4)nc(N3CCOCC3)n2)c(F)c1,-6,-5,2,97,-2,3,4.2,1,9
COC(C(=O)NNS(=O)(=O)c1ccc([N+](=O)[O-])cc1)c1ccccc1 (stereo not drawn),-9,-13,8,107,-2,0,3.0,-1,-1
Cc1ccc(S(=O)(=O)Nc2c(C)nc3nc[nH]n3c2=O)c(C)c1,2,-6,-1,103,-1,2,-0.5,-3,12
COc1ccc(C(=O)NNC(=O)c2cc(C)[nH]n2)cc1,-6,-15,-1,103,0,-5,-0.2,-2,4
CCC(Cc1ccccc1)NC(=O)C1CCC(CNc2c(N3CCCC3)c(=O)c2=O)CC1 (stereo not drawn),10,9,7,99,-1,10,-3.2,2,1
COc1ccc(OC)c(C(=O)NC(CC(N)=O)c2ccc(NCCN3CCCCC3)c([N+](=O)[O-])c2)c1 (stereo not drawn),4,1,-1,98,-4,-1,2.5,-1,2
CN(C)C(=O)C(NC(=O)c1ccccc1)=C(Cl)Cl,7,-11,-5,91,1,-2,0.5,3,-3
CCOC(=O)c1ccccc1NC(=O)CSc1nc2ccncc2[nH]1,-4,-3,-2,106,-2,-4,-0.6,-1,2
CCN(CC(=O)NCc1ccc(F)cc1)S(=O)(=O)c1ccc(C)cc1,-5,-4,2,67,0,-1,1.9,-4,-11
O=C(c1cc2ccccc2o1)N(Cc1ccco1)Cc1cccs1,5,-4,6,95,3,4,1.2,1,-4
CC(=O)c1c(C)[nH]c(C2=NNC(=NCc3ccccc3)SC2)c1C,-1,11,12,116,4,2,-2.3,4,9
O=C(Cc1ccc(Br)cc1)NC1CCN(Cc2ccccc2)CC1,1,-8,-4,95,2,-2,2.5,0,-10

# Whole records, looked up by structure. Order of screens: ZTA counter	EBNA-1 inh	HCV core dimer	Yeast superoxide	TPT1 inhibitor	Fh CTSL1 inh	PP5 inh	PP1 counter	GASC-1 inh
# Fc1ccc(Nc2nc(Oc3ccc4c(c3)OCO4)nc(N3CCOCC3)n2)c(F)c1 reads -6	-5	2	97	-2	3	4.2	1	9
# O=C(CN1CCN(C(=O)C2CCCO2)CC1)Nc1cc(Cl)ccc1Cl (stereo not drawn) reads 8	4	-4	115	-2	-2	-0.3	-7	18
# CN(C)C(=O)C(NC(=O)c1ccccc1)=C(Cl)Cl reads 7	-11	-5	91	1	-2	0.5	3	-3
# CCCN(CCC)S(=O)(=O)c1ccc(C(=O)NCc2ccco2)cc1 reads -24	-13	-7	94	-2	3	4.1	-6	-11
